CHX counter: counter-screen hit for Shiga toxin inhibitors, cycloheximide; max response, %; 12% of 300,000 active; cell reporter, cycloheximide protein synthesis inhibition counterscreen; in the data active = max response mostly above about 13%, no sharp cut-off; inactive = mostly below about 14%; also: read at 38.3 µM for the half of the compounds with a filed dose; 0% is about no effect
HCV inhibitor: HCV inhibition | Huh7.5.1 HCVcc-Cre infection, luciferase reporter, 44 h | Potency, µM (top dose mostly 41.8 µM), without a hit: top-dose activity change, negative = inhibition, actives largely listed as inhibitors | 3.4% of 340,000 active; also: potency is read from the fitted curve at half-maximal effect; % is scaled to controls: 0 for no effect and ±100 for the full control effect
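HCVcc-Cre virus at an moi near 0.5 was added right after compound to cells cultured 4 h from seeding (1,000 cells/well). Luciferase activity was determined 44 h later, 15 min after substrate addition at RT.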
Shiga toxin inh: Shiga toxin inhibition; Vero cells, Shiga toxin protein synthesis inhibition reporter; inhibition, % at 38.7 µM; 9.2% of 290,000 active; AID 2315; in the data active = inhibition mostly above about 28%, no sharp cut-off; inactive = mostly below about 43%; also: 0% is about no effect
Pf growth 96h: inhibits malaria parasite growth, 96 h. P. falciparum luciferase reporter growth, 96 h. Potency, µM (titrated, usually from 28.7 µM), without a hit: at the top dose activity change, negative = inhibition, usual class: inhibitors. 6.9% of 320,000 active; also: potency is read from the fitted curve at half-maximal effect; % is scaled to controls: 0 for no effect and ±100 for the full control effect
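P. falciparum expressing integrated firefly luciferase, in erythrocytes at 2% hematocrit, 0.05% parasitemia, incubated with compounds 96 h at 37 C, 5% CO2. Growth inhibition read as loss of luminescence; two-generation exposure targets delayed-death apicoplast inhibitors.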
Giardia FBPA inh: blocks Giardia fructose-bisphosphate aldolase activity; 0.71% of 290,000 active; Potency, µM (doses to about 59.6 µM), for the others: top-dose activity, negative = inhibition, actives largely listed as inhibitors; purified Giardia FBPA; also: potency is read from the fitted curve at half-maximal effect; % is scaled to controls: 0 for no effect and ±100 for the full control effect; nearly all actives have a fitted effect of over 55% in size
Target sequence (A8B2U2 whole entry, looked up): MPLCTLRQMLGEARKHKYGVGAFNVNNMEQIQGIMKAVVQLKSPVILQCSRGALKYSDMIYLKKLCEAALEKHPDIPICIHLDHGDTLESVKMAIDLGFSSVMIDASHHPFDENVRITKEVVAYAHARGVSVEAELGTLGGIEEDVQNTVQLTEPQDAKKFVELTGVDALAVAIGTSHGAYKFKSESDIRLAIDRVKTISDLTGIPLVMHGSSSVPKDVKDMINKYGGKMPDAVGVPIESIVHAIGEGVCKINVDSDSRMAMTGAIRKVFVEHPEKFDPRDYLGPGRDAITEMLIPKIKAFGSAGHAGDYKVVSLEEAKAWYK
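40 nM FBPA preincubated 10 min at RT with compound (up to 57.5 uM final), then substrate plus GAPDH/TPI/NAD/arsenate coupling and diaphorase/resazurin added. Fluorescence read after 20 min at RT, 525/598 nm.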
Pf growth 48h: inhibits P. falciparum growth in the first generation, 48 h; P. falciparum luciferase growth in erythrocytes, 48 h; Potency, µM (titrated, usually from 28.7 µM), without a hit: at the highest dose activity change, negative = inhibition, actives largely listed as inhibitors; 5.9% of 310,000 active; also: potency is read from the fitted curve at half-maximal effect; % is scaled to controls: 0 for no effect and ±100 for the full control effect
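Growth was read as firefly luciferase luminescence after a 48 h, 37 C, 5% CO2 exposure of compounds to reporter-bearing P. falciparum cultures (0.1% parasitemia, 2% hematocrit final) in Albumax-supplemented RPMI 1640.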
Starred values were filed as active, the others as inactive; u = inconclusive; x = not tested or not shown; & = joins results of further samples; [ ] = dose if it differs, or a comment. Unless noted, calls follow the shape of the dose curve; as a rule, active = well fitted curve in the direction sought with a large enough effect; inconclusive = small, poorly fitted or top-dose-only effect, or another doubt; inactive = no such curve, though single readings can be large; an effect the other way counts as inactive or inconclusive.

Sample of the layout, 2 compounds:
item	SMILES	CHX counter	HCV inhibitor	Shiga toxin inh
1	C=CCN1C(=O)[C@]2(c3ccccc31)C1CCCC=C1C(C#N)=C(N)C2(C#N)C#N (stereo partly specified)	-6	-10%	-8
2	CCOC(=O)C1=CC[C@H]2c3c(c4ccccc4n3C)C(=O)C1N2C	x	10%	x

item	Pf growth 96h	Giardia FBPA inh	Pf growth 48h
1	u	-24%	-13%
2	u	x	21%

Main list, from the start:
item	SMILES	CHX counter	HCV inhibitor	Shiga toxin inh
1	C=CCN1C(=O)[C@]2(c3ccccc31)C1CCCC=C1C(C#N)=C(N)C2(C#N)C#N (stereo partly specified)	-6	-10%	-8
2	CCOC(=O)C1=CC[C@H]2c3c(c4ccccc4n3C)C(=O)C1N2C	x	10%	x
3	COc1ccc(CCNC(=O)Cn2nnc(C(=O)Nc3ccc(Br)cc3)c2N)cc1OC	31*	u	19
4	COc1ccccc1C(=O)N=C1SC2CS(=O)(=O)CC2N1c1ccccc1 (stereo unspecified)	9.8*	12%	22
5	CCOC(=O)c1cnc(SCC(=O)Nc2ccc(NC(=O)CC)c(OC)c2)nc1N	-1	u	-4
6	CCOc1ccc(Nc2oc(-c3ccc(Cl)cc3)nc2C#N)cc1	9.8*	u	34
7	O=C(NCc1cn2ccsc2n1)c1cccs1	-4	3%	-5
8	COc1ccc(C2CC(c3ccc(Br)cc3)=NN2C(=S)Nc2ccccc2)cc1 (stereo unspecified)	21*	-7%	43*
9	CC(C)CN1CCC(=O)N([C@H](CSc2ccccc2)Cc2ccccc2)CC1	0	u	5
10	Cc1nnc(SCc2cc(=O)oc3ccc4ccccc4c23)n1Cc1ccccc1	-2	-6%	-15

item	Pf growth 96h	Giardia FBPA inh	Pf growth 48h
1	u	-24%	-13%
2	u	x	21%
3	25%	x	15%
4	u	11%	23%
5	u	-11%	5%
6	16%	0%	32%[activator]
7	-7%	-2%	x
8	7%[5.75 µM]	-1%	-20%
9	13µM*	10%	u
10	-13%	-10%	1%

More structures follow.
item	SMILES	CHX counter	HCV inhibitor	Shiga toxin inh
11	COC(=O)c1ccc(N2CCCCC2)c(N)c1	57*	8%	100*
12	CCCCC(=O)Nc1ncc([N+](=O)[O-])s1	17*	-9%	54*
13	COC(=O)CCn1nnc(-c2ccc(C)cc2)n1	32*	u	60*
14	CN(C(=O)c1coc(=O)c2ccccc12)c1ccc(Br)cc1	10	17%	41
15	CN1Cc2cc(C(=O)c3cc(Cl)cc(CSc4ncccn4)c3O)cnc2NC1=O	-4	x	-6
16	Cc1cccc(Oc2nc(CN3CCOCC3)nc3sc4c(c23)CCCC4)c1	1	-3%	-1
17	Cc1ccc(C(=O)OCC(=O)c2c[nH]c3ccccc23)cc1	48*	-14%	81*
18	Cc1ccc(S(=O)(=O)NNC(=O)c2ccncc2)cc1	-4	11%	-19
19	c1ccc2c3c([nH]c2c1)C1(CCCCC1)NCC3	-3	9%	-11
20	Nn1cnnc1N/N=C/c1cc([N+](=O)[O-])c(Cl)cc1Cl	4	12%	1

item	Pf growth 96h	Giardia FBPA inh	Pf growth 48h
11	-22%	0%	77%[activator]
12	-12%	0%	23%
13	x	4%	9%
14	-3%	-17%	20%
15	9.3µM*	8%	-17%
16	u	6%	10µM*
17	174%[activator]	-2%	90%[activator]
18	u	1%	13%
19	-1%	-7%	u
20	13%	u	x

Further structures.
item	SMILES	CHX counter	HCV inhibitor	Shiga toxin inh
21	O=C(Cn1nc2ccccc2n1)N/N=C/c1cc(Cl)cc([N+](=O)[O-])c1O	1	1%	-11
22	Nc1ccc(Cc2ccccn2)cc1	1	14%	13
23	COc1cccc(CNCC(O)COc2ccc(C(=O)c3ccccc3)cc2)c1 (stereo unspecified)	-3	u	7
24	COC(=O)c1ccccc1S(=O)(=O)N1CCC(C(=O)OCc2ccc([N+](=O)[O-])cc2)CC1	x	0%[8.37 µM]	x
25	CC(C)c1ccc(C2NC(=S)NC3=C2C(=O)CCC3)cc1 (stereo unspecified)	-5	-21%	-12
26	COc1ccccc1NC(=O)Nc1nc(CC(=O)Nc2ccc(F)cc2)cs1	x	u	x
27	Cc1ccc(C(=O)COC(=O)Cc2ccccc2)cc1	46*	28%	77*
28	COCCN(Cc1cc2cc3c(cc2n2nnnc12)OCO3)C(=O)c1ccccc1F	-3	4%&-1%	-9
29	O=C(Nc1nc(-c2ccc(Cl)cc2)cs1)c1cccnc1	-3	0%	-23
30	CCCn1c2ccccc2c2cn[nH]c(=O)c21	-3	u	-12

item	Pf growth 96h	Giardia FBPA inh	Pf growth 48h
21	39%[activator]	29%	u
22	7%	0%	29%
23	-26%	x	-11%
24	14%	x	2%
25	38%[activator]	-1%	u
26	u	x	u
27	-31%	-11%	10%
28	u	4%	5%
29	x	-2%	-3%
30	41%[activator]	-17%	x

Continued.
item	SMILES	CHX counter	HCV inhibitor	Shiga toxin inh
31	N[C@@H](CSSC[C@H](N)C(=O)O)C(=O)O	-5	x	-5
32	CCC(Sc1ncccn1)C(=O)Nc1cc(C)on1 (stereo unspecified)	-2	-1%	14
33	O=C(CSc1ccccc1)Nc1ccccc1C(=O)N1CCCC1	18	-1%	25
34	Cc1nnc(SCC(=O)Nc2sc3c(c2C(N)=O)CCC(C)C3)[nH]c1=O (stereo unspecified)	x	-3%	x
35	Cc1ccccc1Nc1c([N+](=O)[O-])ccc2nonc12	0	u	-12
36	CC(C)(C)C(=O)Nc1cccc(-c2ncon2)c1	2	18%	-1
37	Cc1ccc2c(c1)C(c1ccccc1)N(C(=O)c1c(F)cccc1Cl)CC(=O)N2 (stereo unspecified)	-5	u	-4
38	COc1cc(C)nn1-c1ccc(Cl)cc1	-3	11%	-4
39	COC(=O)c1sccc1NC(=O)c1ccc(OC)c(OC)c1	7	-1%	16
40	Nc1nc2ccccc2cc1-c1cccs1	61*	-24%	94*

item	Pf growth 96h	Giardia FBPA inh	Pf growth 48h
31	x	-1%	x
32	u	0%	6%
33	13%	1%	19%
34	46%[activator]	x	41%[activator]
35	38%[activator]	5%	-12%
36	37%[activator]	1%	46%[activator]
37	34%[activator]	7%	u
38	22%	0%	11%
39	x	7%	20%
40	68%[activator]	1%	-14%[0.00184 µM]

Already shown: five of the compounds above.
item	SMILES	CHX counter	HCV inhibitor	Shiga toxin inh
36	CC(C)(C)C(=O)Nc1cccc(-c2ncon2)c1	2	18%	-1
37	Cc1ccc2c(c1)C(c1ccccc1)N(C(=O)c1c(F)cccc1Cl)CC(=O)N2 (stereo unspecified)	-5	u	-4
38	COc1cc(C)nn1-c1ccc(Cl)cc1	-3	11%	-4
39	COC(=O)c1sccc1NC(=O)c1ccc(OC)c(OC)c1	7	-1%	16
40	Nc1nc2ccccc2cc1-c1cccs1	61*	-24%	94*

item	Pf growth 96h	Giardia FBPA inh	Pf growth 48h
36	37%[activator]	1%	46%[activator]
37	34%[activator]	7%	u
38	22%	0%	11%
39	x	7%	20%
40	68%[activator]	1%	-14%[0.00184 µM]

Later entries
item	SMILES	CHX counter	HCV inhibitor	Shiga toxin inh
41	Cc1ccc(CN2CCN(/N=C/c3ccc(Cl)c([N+](=O)[O-])c3)CC2)cc1	-4	u	28
42	CC(=O)Nc1ccc(NC(=O)C(C)OC(=O)CCC2CCCCC2)cc1 (stereo unspecified)	1	19%	-14
43	N#CC1(NC(=O)COC(=O)c2cc([N+](=O)[O-])ccc2N2CCOCC2)CCCCC1	x	-29%	x
44	O=C(COc1ccc2c(C(F)(F)F)cc(=O)oc2c1)Nc1ccc(N2CCOCC2)cc1	-2	-19%	38
45	O=C(CN(Cc1cccs1)C(=O)CN1C(=O)COc2ccccc21)NCc1ccco1	10	-4%	58
46	N=c1c(S(=O)(=O)c2ccccc2)cc2c(=O)n3ccccc3nc2n1C1CCCC1	-1	u	-4
47	O=C(COC(=O)C1CCN(c2ccc(C(F)(F)F)cn2)CC1)NCc1ccc(Cl)cc1Cl	x	19%	x
48	CCc1[nH]c(C(=O)O)c(C)c1C(=O)OC	-2	12%	14
49	CCc1ccc2c(c1)cc(CN(C(=S)Nc1ccccc1Cl)C1CC1)c1nnnn12	-3	-11%	12
50	COc1ccc(OC)c(C2C3=C(N=c4s/c(=C\c5cccc(O)c5)c(=O)n42)c2ccccc2CC3)c1 (stereo unspecified)	-2	10µM*	-6

item	Pf growth 96h	Giardia FBPA inh	Pf growth 48h
41	0%	-1%	11%
42	28%	x	3%
43	-2%	x	u
44	30%	5%	27%
45	50%	3%	8%
46	0%	-14%	u
47	20%	x	2%
48	u	9%	u
49	u	3%	6.6µM*
50	2.1µM*	-13%	5.9µM*

Two entries from above, as labelled records.
43	N#CC1(NC(=O)COC(=O)c2cc([N+](=O)[O-])ccc2N2CCOCC2)CCCCC1
  CHX counter: x	HCV inhibitor: -29%	Shiga toxin inh: x	Pf growth 96h: -2%	Giardia FBPA inh: x	Pf growth 48h: u

44	O=C(COc1ccc2c(C(F)(F)F)cc(=O)oc2c1)Nc1ccc(N2CCOCC2)cc1
  CHX counter: -2	HCV inhibitor: -19%	Shiga toxin inh: 38	Pf growth 96h: 30%	Giardia FBPA inh: 5%	Pf growth 48h: 27%

(list continues)
item	SMILES	CHX counter	HCV inhibitor	Shiga toxin inh
51	COC(=O)c1cccc(N2CCCC2=O)c1	5	14%	18
52	O=C(Nc1ccc(S(=O)(=O)NC2=NCCCCC2)cc1)c1ccc(=O)[nH]c1	3	6%	12
53	COc1ccc(CNc2nc3nc(C)cc(C)n3n2)cc1OC	-3	9%	-3
54	C=C(C)Cn1c(N2CCC(Cc3ccccc3)CC2)nc2c1c(=O)[nH]c(=O)n2C	-4	-12%	-3
55	CC1CN(C(=O)COC(=O)c2cccc(NS(=O)(=O)c3ccccc3)c2)CC(C)O1 (stereo unspecified)	x	1%	x
56	CC(=O)Nc1cc(S(=O)(=O)C(F)(F)F)ccc1Cl	-1	6%	-14
57	C1=C(c2ccco2)N2CCN=C2S1	2	2%	x
58	COc1ccc(OCC(=O)O/N=C(\N)Cc2ccc(Cl)cc2Cl)cc1	-3	u	-8
59	CSc1nnc(-c2nnc(SC)n2-c2ccccc2)n1-c1ccccc1	2	19%&17%	-7
60	Cc1ccn2cc(C(=O)Nc3ccccc3N3CCOCC3)nc2c1	7	u	4

item	Pf growth 96h	Giardia FBPA inh	Pf growth 48h
51	9%	5%	u
52	-3%	6%	-3%
53	-20%	0%	1%
54	u	-3%	13µM*
55	-11%	x	15%
56	x	-1%	13%
57	u	u	-21%
58	u	-1%	x
59	399%[activator]	-17%	-8%
60	u	-20%	5%

(next part)
item	SMILES	CHX counter	HCV inhibitor	Shiga toxin inh
61	CCOc1ccc(S(=O)(=O)N(CC(=O)NCc2ccncc2)c2ccc(C)cc2)cc1	-3	-16%	-3
62	N/C(=N\OC(=O)COc1ccc2ccccc2c1)c1cccnc1	24*	-23%	52*
63	CCn1nc(C(=O)Nc2ccccc2N2CCCC2)c2ccccc2c1=O	x	10µM*	x
64	Cc1cc(C(=O)c2ccccc2)c(NC(=O)CCl)s1	-2	u	-15
65	COc1cc2[nH]c(=S)nc(NCc3ccccc3)c2cc1OC	12	-21%	-4
66	CNS(=O)(=O)c1cn(CC(=O)NCc2ccc(OC)cc2)cc1S(=O)(=O)NC	-1	7%	-5
67	Fc1ccccc1Cc1noc(CN2CCN(C/C=C/c3ccccc3)CC2)n1	6	u	14

item	Pf growth 96h	Giardia FBPA inh	Pf growth 48h
61	u	2%	-11%
62	39%[activator]	-8%	34%[activator]
63	u	x	u
64	-15%	-1%	u
65	0.52µM*	4%	-19%
66	26%	4%	12%
67	-10%	-4%	u

Not a hit list; 24% or so of the library scored in one or more.
